IL1B NFkB pot: enhances IL-1B driven NFkB nuclear translocation. 94,000 compounds, 0.3% hits. activation, % at 2 µM. HUVEC IL-1B NFkB p65 nuclear translocation imaging;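 active = activation above 40%, about the mean plus 3 SD, also judged a hit on visual image review; inconclusive = activation above 40% but not a hit on visual review; inactive = activation not above 40% and no visual hit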;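 also: percent activation is computed from the nuclear over cytoplasmic p65 intensity ratio; values of inactives mirror those of a sister screen read the other way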
PLAP inhibition: PLAP enzyme inhibitors, biochemical, luminescence, HTS (AID 690). purified PLAP, luminescent substrate; higher % means a stronger effect. inhibition, % at 20 µM, or IC50 in µM where a hit was titrated. 96,000 compounds, 0.08% hits; in the data active = a potency from the dose series; inactive = the rest, 99 in 100 with inhibition below about 30%; also: strong numbers were not always called active
NFkB transloc inh: blocks IL-1B driven NFkB nuclear translocation in HUVEC cells; 94,000 compounds, 0.43% hits; inhibition, % at 2 µM; HUVEC IL-1B NFkB p65 nuclear translocation imaging;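 active = inhibition above about 30% together with a positive call from visual inspection of the well image, limit read from the data; inconclusive = inhibition above a set limit but visual check negative; inactive = inhibition not above a set limit, visual check negative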;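 also: nuclear over cytoplasmic p65 intensity ratio measured by imaging; 0% = IL-1B stimulated DMSO wells and 100% = unstimulated DMSO wells; values of inactives mirror those of a sister screen read the other way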
Bcl-B displacement: displacers of TR3 peptide from Bcl-B, primary screen, selectivity assay for Bfl-1 inhibitor project, biochemical, fluorescence polarization. one-dose displacement, % at 20 µM; IC50 in µM for titrated hits. FP displacement of FITC-TR3 peptide from Bcl-B; higher % means a stronger effect. 96,000 compounds, 0.11% hits;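 active = displacement above 50% at 20 µM plus a fluorescence interference ratio under 1.5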;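 also: plate controls were wells without compound for no effect and wells lacking Bcl-B protein for full effect; a part of the inactive calls stands beside numbers as strong as those of hits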
MRP resist rev: MRP-mediated drug resistance reversal; differential viability (reversal), % at 10 µM; H69AR cells + 2 uM doxorubicin, CellTiter-Glo, 72 h; AID 602; 85,000 compounds, 0.04% hits;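 active = viability drop by adding the cancer drug above about 55%, with treated viability meeting a 40% cutoff, limit read from the data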;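 also: viability without doxorubicin minus viability with 2 µM doxorubicin for each compound; larger differential means the compound sensitizes cells more to doxorubicin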
MRP resist rev cytotoxicity: also measured in MRP resist rev; calls as there; viability, %; H69AR cells, CellTiter-Glo, 72 h; measured here: cytotoxicity without doxorubicin
MRP resist rev with doxorubicin: further read-out of MRP resist rev, marked with its call; viability, %; measured here: viability with 2 uM doxorubicin; hits give low values
NFkB transloc inh cell count 2 µM: second read-out of NFkB transloc inh, no call of its own (marks repeat the call); cell count; measured here: cells passing quality filter;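 raw number of nuclei counted in each imaged well without normalization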
IL1B NFkB pot cell count 2 µM: further read-out of IL1B NFkB pot, marked with its call; cell count; measured here: cells passing quality filter
The depositor's hits bear a star; ? = inconclusive; · = no result given.

SMILES	IL1B NFkB pot	IL1B NFkB pot cell count 2 µM	PLAP inhibition	NFkB transloc inh	NFkB transloc inh cell count 2 µM	Bcl-B displacement	MRP resist rev	MRP resist rev cytotoxicity	MRP resist rev with doxorubicin
CC1CCc2c(C(=O)N3CCN(S(=O)(=O)c4cccs4)CC3)csc2C1 (stereo not given)	-6	113	-28%	6	113	-7%	-6	100	105
CCCC(=O)NC(Nc1ccc(S(=O)(=O)Nc2cc(C)on2)cc1)(C(=O)OCC)C(F)(F)F (stereo not given)	14	128	-20%	-14	128	-3%	8	87	79
O=C(Nc1nccs1)c1csc2c1CCCC2	9	143	·	-9	143	·	-11	54	65
CCC(CC)C(=O)Nc1ccccc1NC(C)=O	-7	83	16%	7	83	-1%	25	102	77
O=C(NCCc1c[nH]c2ccccc12)Nc1ccccc1	2	158	18%	-2	158	0%	-4	78	82
O=c1[nH]nc(CSCc2ccccc2Cl)[nH]1	-12	102	-4%	12	102	-7%	4	94	90
c1ccc(-c2nnc(CN3CCC4(CC3)OCCO4)o2)cc1	5	161	-3%	-5	161	-1%	5	89	84
CCc1c(C)sc(NC(=O)CCc2ccc(OC)cc2)c1C(N)=O	-28	127	-8%	28	127	0%	·	·	·
Cc1cc(C)nc(N2CCC(C(=O)Nc3ccc4c(c3)OCO4)CC2)n1	7	193	6%	-7	193	4%	1	90	89
O=S(=O)(Cc1nc2ccccc2s1)c1ccccc1	0	152	1%	0	152	-8%	-11	93	103
CCOc1ccc2nc(NCCCNS(=O)(=O)c3ccccc3)c(C#N)cc2c1	2	106	-15%	-2	106	8%	-14	71	85
CC(=O)/C(CN1CCCCC1)=N\O	4	88	14%	-4	88	-9%	7	102	95
CC(=O)NCCc1cc2ccc(C)cc2[nH]c1=O	-5	73	6%	5	73	0%	-14	87	101
CCCN1CCN(C(=O)CCCn2c(C)c3cnn(-c4ccccc4)c(=O)c3c2C)CC1	-9	160	-58%	9	160	-5%	30	84	55
CCCN(CCC)S(=O)(=O)c1ccc(NC(=O)C2CCCO2)cc1 (stereo not given)	0	70	·	0	70	·	9	90	81
Cc1occc1C(=O)Nc1ccccc1C(=O)O	-9	199	-8%	9	199	5%	9	95	86
CCC(CC)C(=O)Nc1cccc(C(=O)N2CCCC2)c1	14	138	6%	-14	138	-11%	5	90	85
CCCc1nn(-c2cc(Cl)ccc2OC)c2c1C(=O)CC(C)(C)C2	-7	147	-52%	7	147	-3%	-59	22	81
CCN(CC)CCNc1nc2c(c(=O)n(C)c(=O)n2C)n1C/C=C(/C)Cl	·	·	-18%	·	·	6%	4	90	86
Cc1ccc(-n2c(C)cc(C(=S)N3CCOCC3)c2C)cc1C	7	94	-35%	-7	94	3%	·	·	·
CCOc1ccc(N(CC(=O)Nc2ccccc2C(=O)NCc2ccco2)S(C)(=O)=O)cc1	-1	185	-12%	1	185	-8%	19	104	85
O=S(=O)(Nc1ccccc1F)c1ccc2nsnc2c1	·	·	6%	·	·	-3%	20	89	69
Cc1ccc(-c2nnc(SCC(=O)N3CCCC3)o2)cc1	4	183	10%	-4	183	-2%	8	95	87
CC/C(=N\NC(=O)c1ccc(-c2ccccc2)cc1)C12CC3CC(CC(C3)C1)C2	-1	178	12%	1	178	-3%	·	·	·
CCCNC1=C(C)C(=O)CC1	?	·	-13%	-42	142	13%	-11	90	100
O=C(NCC(c1cccnc1)N1CCN(c2ccc(F)cc2)CC1)C1CCCCC1 (stereo not given)	·	·	-13%	·	·	6%	-10	74	85
Cc1ccc(SCc2ccc(C(=O)Nc3cccc([N+](=O)[O-])c3)cc2)cc1	-3	133	7%	3	133	5%	·	·	·
Cc1cnn(C(=S)NCc2ccc(Cl)cc2)c1	8	158	·	-8	158	·	10	105	95
CCC(=O)Nc1cc(-c2nn(C)c(=O)c3ccccc23)ccc1N1CCOCC1	-7	152	-96%	7	152	-10%	21	76	55
O=C(CCCNS(=O)(=O)c1cccc2nsnc12)NCc1ccc(F)cc1	-7	170	-7%	7	170	-2%	19	110	91
COC(=O)[C@@H]1C2CCC(C(=O)Nc3ccccc3)(CC2)[C@@H]1C(=O)OC	5	156	6%	-5	156	0%	·	·	·
CCC(C)Nc1nc(OC)nc(N(C)C#N)n1 (stereo not given)	32	123	3%	-32	123	-5%	-16	86	102
COc1cccc(-n2c(SCC(=O)NCc3ccco3)nnc2-c2c[nH]c3ccccc23)c1	2	59	-25%	-2	59	4%	-5	66	72
CC1(C)NC(=O)N(CCCCSc2ccc(Cl)cc2)C1=O	3	139	-29%	-4	139	-12%	15	79	64
O=C(O)CSc1ccc2ccccc2n1	11	157	4%	-11	157	-4%	4	102	98
Cc1cccc(C)c1OCC(=O)OCC(=O)c1ccc2c(c1)NC(=O)CO2	-4	152	2%	4	152	-4%	·	·	·
Cc1nc(SCC(=O)NC2CCCC2)[nH]c(=O)c1Cc1ccccc1	1	144	0%	-1	144	16%	1	96	95
O=C(CSc1ncn[nH]1)c1ccc2c(c1)OCO2	-3	136	4%	3	136	-10%	0	81	80
COc1ccc(CCNC(=O)CCCN2C(=O)c3ccccc3C2=O)cc1OC	-3	146	-14%	3	146	-2%	·	·	·
CCCSc1nc2c(c(=O)n1-c1ccc(OCC)cc1)SCC2	·	·	-2%	·	·	3%	-6	88	94
CCCCn1c(CN2CCN(CCO)CC2)nc2ccccc21	13	149	-35%	-13	149	1%	5	83	78
Cc1ccc(CN2CCN(c3ncccn3)CC2)o1	5	150	-20%	-5	150	5%	·	·	·
CCOc1ccccc1CN1CCC(O)CC1	·	·	-6%	·	·	3%	1	101	100
CCOC(=O)C(C(=O)OCC)c1cc(Br)c2noc3c2c1C(=O)c1ccccc1-3	2	113	-9%	-2	113	-31%	·	·	·
O=C1N=C(N2CCC(Cc3ccccc3)CC2)S/C1=C/c1cn[nH]c1-c1ccccc1	9	179	-15%	-9	179	2%	·	·	·
CN(C)c1ccc(C(=O)c2ccc(N(C)C)c(N)c2)cc1N	5	172	-8%	-5	172	-8%	-24	22	46
Cc1cc(=O)n2nc(N3CCCC(C(=O)NCc4ccc5c(c4)OCO5)C3)sc2n1 (stereo not given)	·	·	14%	·	·	-6%	-15	77	92
COC(=O)c1ccc(Cl)c(NS(=O)(=O)c2ccc3c(c2)OCCO3)c1	15	168	-7%	-15	168	-6%	-38	20	57
N/C(Cc1ccc(Cl)cc1)=N\OC(=O)c1cccc2ccccc12	3	170	25%	-3	170	-2%	0	0	0
c1ccc(SCCOCCn2cncn2)cc1	5	145	-6%	-5	145	-2%	-8	101	109
Continuation.
SMILES	IL1B NFkB pot	IL1B NFkB pot cell count 2 µM	PLAP inhibition	NFkB transloc inh	NFkB transloc inh cell count 2 µM	Bcl-B displacement	MRP resist rev	MRP resist rev cytotoxicity	MRP resist rev with doxorubicin
CCOC(=O)N1CCN(c2c(N3CCN(c4ccccn4)CC3)c(=O)c2=O)CC1	·	·	-14%	·	·	-5%	9	81	72
CCCCOc1ccc(C(=O)O)cc1	1	168	-23%	-1	168	0%	14	101	87
CN(C)S(=O)(=O)c1ccc(C(=O)Nc2ccc(CCC(=O)N3CCCC3)cc2)cc1	29	127	-44%	-29	127	6%	22	85	63
COc1ccc(F)cc1S(=O)(=O)Nc1ccc2c(c1)OCCO2	·	·	7%	·	·	2%	15	107	92
COC(=O)c1[nH]c2ccc(Cl)cc2c1NC(=O)CCN1CCN(C2CCCCC2)CC1	35	143	-37%	-35	143	4%	-5	65	70
Cn1cc(Br)c(C(=O)Nc2sc3c(c2C(N)=O)CCC3)n1	19	173	20%	-19	173	1%	8	101	93
CCOC(=O)c1c(C)[nH]c(C(=O)NNC(=O)c2ccccc2)c1C	1	114	-59%	2	139	-2%	·	·	·
Cc1cccc(OCC2=NS(=O)(=O)c3ccccc3N2)c1	18	71	-10%	-18	71	-3%	·	·	·
CCC(=O)N1CCc2cc(S(=O)(=O)NCCCN3CCN(Cc4ccccc4)CC3)ccc21	-6	169	-95%	6	169	-15%	3	90	86
Cn1cccc1Cc1nnc(SCC(=O)NC2CCCCC2)n1-c1ccc(F)cc1	6	148	-62%	-6	148	-4%	9	97	88
CC1CCCN(C(=O)CN2C(=O)c3ccccc3C2=O)C1 (stereo not given)	5	190	12%	-5	190	3%	-8	94	102
N#CC1=C(SCc2ccccc2)NC(=O)CC1c1ccc(O)cc1 (stereo not given)	12	140	8%	-12	140	-2%	-6	85	91
CCCOCC1CC2(SC(=Nc3ccc(C)cc3)NC2=O)C(=O)O1 (stereo not given)	9	110	-7%	-9	110	1%	-1	84	85
C=CCNC(=O)C1CCCN(S(C)(=O)=O)C1 (stereo not given)	-5	158	-8%	5	158	0%	·	·	·
CCc1ccc(NS(=O)(=O)c2ccc3[nH]cc(C(=O)N(C)Cc4ccco4)c(=O)c3c2)cc1	-11	186	-17%	11	186	11%	·	·	·
CN(C)C(=O)C(=O)c1c(-c2ccccc2)cc2ccccn12	-84	106	-4%	?	·	6%	·	·	·
CCCCCNCc1cccc(Br)c1	·	·	-10%	·	·	-13%	·	·	·
CCS(=O)(=O)N1CCN(C2Cc3ccccc3C2)CC1	3	169	3%	-3	169	-2%	·	·	·
CC(=O)NCC(=O)NC(Cc1ccccc1)C(N)=O (stereo not given)	-10	78	·	10	78	·	-4	95	99
COC(=O)c1cccc(COC(=O)c2cccnc2SC)c1	9	150	-45%	-9	150	-7%	-3	92	95
CCc1ccc(/C=c2\s/c(=C\C(=O)C(C)(C)C)[nH]c2=O)cc1	9	78	-58%	-8	78	4%	-26	14	41
COc1ccc(OC)c(S(=O)(=O)N2CCN(c3c(C)cccc3C)CC2)c1	24	68	-37%	-24	68	-2%	16	101	85
CCOCC(=O)Nc1cccc(Br)c1	24	139	2%	-24	139	2%	-33	43	76
O=C(Nc1cccc2ncccc12)c1cc2ccccc2o1	·	·	-4%	·	·	5%	16	95	79
Cc1csc(SCC(=O)NC23CC4CC(CC(C4)C2)C3)n1	28	162	24%	-28	162	-4%	11	81	70
Cc1cccc2c(Cl)cc(=O)[nH]c12	26	107	·	-26	107	·	6	91	85
COc1cc(C(=O)N(Cc2ccccn2)CC2CCCO2)cc(OC)c1OC (stereo not given)	1	131	0%	-1	131	-6%	6	88	82
CCOC(=O)C1CCCN(S(=O)(=O)c2cccc3cccnc23)C1 (stereo not given)	5	166	-30%	-5	166	-2%	10	85	75
COc1cccc(C(=O)N/N=C/c2ccc(OC3CSC3)cc2)c1	20	136	6%	-20	136	3%	·	·	·
Cc1ccc(NC(=O)CN(C)C(=O)CSc2n[nH]c(N)n2)cc1	-14	141	-16%	14	141	-6%	7	89	82

Gathered by group: the compounds so far containing a thiophene ring, fused or not
SMILES	IL1B NFkB pot	IL1B NFkB pot cell count 2 µM	PLAP inhibition	NFkB transloc inh	NFkB transloc inh cell count 2 µM	Bcl-B displacement	MRP resist rev	MRP resist rev cytotoxicity	MRP resist rev with doxorubicin
CC1CCc2c(C(=O)N3CCN(S(=O)(=O)c4cccs4)CC3)csc2C1 (stereo not given)	-6	113	-28%	6	113	-7%	-6	100	105
O=C(Nc1nccs1)c1csc2c1CCCC2	9	143	·	-9	143	·	-11	54	65
CCc1c(C)sc(NC(=O)CCc2ccc(OC)cc2)c1C(N)=O	-28	127	-8%	28	127	0%	·	·	·
Cn1cc(Br)c(C(=O)Nc2sc3c(c2C(N)=O)CCC3)n1	19	173	20%	-19	173	1%	8	101	93

Continued:
SMILES	IL1B NFkB pot	IL1B NFkB pot cell count 2 µM	PLAP inhibition	NFkB transloc inh	NFkB transloc inh cell count 2 µM	Bcl-B displacement	MRP resist rev	MRP resist rev cytotoxicity	MRP resist rev with doxorubicin
COc1ccc(CC(NC(C)=O)C(=O)NC2CCN(C(=O)NCc3ccccc3)CC2)cc1OC (stereo not given)	-8	125	-19%	8	125	8%	-5	90	95
COc1ccc(C(=O)COC(=O)c2ccc(NC(C)=O)cc2)cc1[N+](=O)[O-]	2	118	3%	-2	118	-5%	·	·	·
Cc1nn(CC#N)c(=O)n1-c1cccc(F)c1	3	185	16%	-3	185	-17%	11	98	88
COC(=O)c1[nH]c2ccc(Br)cc2c1NC(=O)CN1CCCc2ccccc21	-11	105	2%	11	105	-12%	-28	21	48

Not all compounds are listed; count on the stated rates, not on these rows.
